Bioassay records: PubChem, National Center for Advancing Translational Sciences (NCATS)
FEN1 inh: qHTS Assay for the Inhibitors of Human Flap endonuclease 1 (FEN1) | P39748 | Recombinant FEN1 flap cleavage, fluorescence, 15 min | Potency, µM (doses to about 114 µM), for inactives: at the highest dose activity change, negative = inhibition, hits mostly inhibitors | actives 0.35% (n = 390,000) | AID 588795, 2011; also: nearly all actives have a fitted effect of over 65% in size
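Quantitative HTS format: each compound was titrated, incubated with 10 nM nuclease for 15 min at room temperature, then challenged with flap substrate at 50 nM final. Signal change over 15 min gave concentration–effect curves.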
N370S GC: qHTS Assay for Inhibitors and Activators of N370S glucocerebrosidase as a Potential Chaperone Treatment of Gaucher Disease; Lysosomal acid glucosylceramidase (Homo sapiens), P04062; N370S GC spleen homogenate, 4MU-glucoside fluorescence; Potency, µM (doses to about 59.4 µM), inactives show top-dose activity change, negative = inhibition, hits mostly inhibitors; AID 2101, 2009; actives 0.092% (n = 330,000);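 also: 0% = full enzyme activity and -100% = no enzyme basal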
KAT2A inh: qHTS Assay for Inhibitors of GCN5L2; Histone acetyltransferase KAT2A (Homo sapiens), Q92830; GCN5L2 HAT assay, ThioGlo1 CoA-SH fluorescence; Potency, µM (titrated, usually from 58.9 µM), without a hit: top-dose activity change, negative = inhibition, hits mostly inhibitors; actives 0.21% (n = 390,000)
Target sequence (Q92830 whole entry, looked up): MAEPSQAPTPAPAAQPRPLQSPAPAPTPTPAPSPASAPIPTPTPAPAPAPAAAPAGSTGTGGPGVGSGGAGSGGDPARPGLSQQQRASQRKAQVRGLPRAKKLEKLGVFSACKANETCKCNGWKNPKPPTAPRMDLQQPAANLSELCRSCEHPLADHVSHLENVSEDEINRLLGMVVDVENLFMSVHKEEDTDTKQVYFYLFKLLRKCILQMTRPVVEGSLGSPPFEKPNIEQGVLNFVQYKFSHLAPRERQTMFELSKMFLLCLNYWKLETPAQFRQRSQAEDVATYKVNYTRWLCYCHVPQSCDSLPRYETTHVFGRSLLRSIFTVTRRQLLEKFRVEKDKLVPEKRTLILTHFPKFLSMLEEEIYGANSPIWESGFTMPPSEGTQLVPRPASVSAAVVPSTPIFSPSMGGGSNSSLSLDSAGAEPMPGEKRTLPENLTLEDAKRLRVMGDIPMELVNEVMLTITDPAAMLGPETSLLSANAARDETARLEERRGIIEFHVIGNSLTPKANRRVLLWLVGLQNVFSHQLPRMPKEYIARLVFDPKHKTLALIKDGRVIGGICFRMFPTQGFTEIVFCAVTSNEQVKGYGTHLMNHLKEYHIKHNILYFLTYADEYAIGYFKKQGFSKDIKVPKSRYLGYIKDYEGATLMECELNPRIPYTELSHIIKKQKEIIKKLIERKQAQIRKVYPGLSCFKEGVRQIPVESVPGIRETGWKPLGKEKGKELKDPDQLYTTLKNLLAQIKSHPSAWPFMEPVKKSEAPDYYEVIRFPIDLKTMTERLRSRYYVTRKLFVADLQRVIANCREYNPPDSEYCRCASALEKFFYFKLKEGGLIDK
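Titration-based screen in which CoA formation is detected via maleimide probe ThioGlo1 (50uM) turning fluorescent on thiol reaction; substrates H3(1-25) 75uM and acetyl-CoA 70uM, GCN5L2 20nM, 20 min incubation at room temperature.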
* marks the source's active call; other numbers are inactive results; ? = inconclusive; nt = not tested or not shown; & = joins results of further samples; [ ] = dose if it differs, or a comment. Calls follow the shape of the dose curve; as a rule, active = well fitted curve in the direction sought with a large enough effect; inconclusive = small, poorly fitted or top-dose-only effect, or another doubt; inactive = no such curve, though single readings can be large; an effect the other way counts as inactive or inconclusive. Unless noted, % is scaled to controls: 0 for no effect and ±100 for the full control effect; potency is read from the fitted curve at half-maximal effect.

The line under a structure holds: FEN1 inh | N370S GC | KAT2A inh
- CCn1nc(-c2ccccc2)c(-c2ccccc2)c(C(=O)Nc2nc(C)c(C(C)=O)s2)c1=O
→ -11% | nt | -1%
- O=c1oc2ccc3ccccc3c2cc1-c1nnc(Nc2cccc(C(F)(F)F)c2)s1
→ 12% | nt | -2%
- O=C(Nc1nnc(-c2cccs2)o1)c1cccc(C(F)(F)F)c1
→ 10% | -4% | -9%
- CSCC(=O)N1CCC(n2nccc2NC(=O)c2ccc3c(c2)OCO3)CC1
→ -11% | 2% | -6%
- O=C(NCCc1ccccn1)c1ccc(NS(=O)(=O)c2ccc(F)cc2)cc1
→ 0% | -6% | -2%
- CCC(CC)CN1C(Nc2ccccc2)=NC[C@@H]1CC(C)C
→ -1% | -8% | -1%
- COc1ccc(CCNC(=O)c2cc(-c3ccc(Cl)c(Cl)c3)oc2C)cc1
→ -3% | 8% | ?
- COc1ccc(CNC(=O)c2cc(-c3cc(C)ccc3O)n[nH]2)cc1
→ -6% | -4% | -2%
- O=C(C1CCCCC1)N1CCC(n2nnc3ccccc32)CC1
→ 13% | 5% | 5%
- COc1cc(/C=C/C(=O)O)cc(S(=O)(=O)N2CCc3ccccc3C2)c1OC
→ -1% | -1% | 9%
- COc1ncc2nc(-c3ccc(F)cc3)c(=O)n(CCc3ccccc3)c2n1
→ nt | 5% | 1%
- CCOC(=O)N1CCC(=NNc2ncc(C(F)(F)F)cc2Cl)CC1
→ -1% | -11% | -5%
- O=C(COC(=O)C1CCC1)Nc1ccc(OC(F)F)cc1
→ -10% | 0% | -15%
- CC1CCCCC12NC(=O)N(CC(=O)Nc1ccc(N3CCCCC3)cc1)C2=O (stereo not drawn)
→ -5% | -4% | -7%
- CCOc1cc2[nH]c(=O)n(Cc3cccc(OC)c3)c(=O)c2cc1OCC
→ 1% | 1% | 1%
- O=C1OCCN1C(=O)[C@H]1[C@H](c2ccc(Cl)cc2)C(c2ccc(F)cc2)=NN1c1ccccc1
→ -33% | -4% | ?
- CCOC(=O)c1ccc(N/C=C/C(=O)c2ccco2)cc1
→ 7% | 7% | -3%
- Cc1nc(SCC(=O)Nc2ccc3c(c2)OCCO3)nc(C)c1C
→ 1% | -3% | 1%
- O=C(Nc1ccc(Cl)cc1)Nc1ccc(-c2cnco2)cc1
→ -3% | -4% | 2%
- Cc1c(C(=O)OC2CCCCC2)[nH]c2c1C(=O)CC(c1ccccc1)C2 (stereo not drawn)
→ -6% | nt | -9%
- CCc1nnc(NS(=O)(=O)c2ccc(NC(=O)c3cc(Cl)ccc3Cl)cc2)s1
→ 3% | 10% | 0%
- COc1ccc([C@H]2CC(=O)C=C(c3cccc(F)c3OC)C2)cc1
→ -20% | nt | -1%
- Cc1cccc(C(=O)N2CCC(=O)N(C(COCc3cccc(Cl)c3)Cc3ccccc3)CC2)c1 (stereo not drawn)
→ -20% | 11% | -9%
- Oc1ccccc1N=N/C(=N/Nc1ccccc1O)c1ccccc1
→ -6% | -11% | 0%
- COc1cc(OC)c(OC)cc1CNc1cc(C)ccc1OC
→ -4% | 12% | -8%
- O=C(O)CSc1nc2ccccc2c(=O)[nH]1
→ 4% | 4% | -6%
- Cc1ccc(S(=O)(=O)Oc2ccc(C)cc2/C=N/N=C2\NC(=O)C(C)S2)cc1 (stereo not drawn)
→ -20% | 8% | -5%
- O=C(CCC1N=C2c3ccccc3N=C(SCC(=O)Nc3ccc(F)cc3)N2C1=O)NCc1cccs1 (stereo not drawn)
→ -27% | nt | 1%
- CCn1cc(C(=O)NCCCOC(C)C)c(=O)c2cc(S(=O)(=O)N3CCc4ccccc4C3)ccc21
→ -6% | nt | -4%
- COc1cc(C(=O)NCCN2CCN(C(=O)c3cc(OC)c(OC)c(OC)c3)CC2)cc(OC)c1OC
→ -3% | -6% | -1%
- O=C(COc1ccc(S(=O)(=O)NC2CCCC2)cc1)NCC1CCCO1 (stereo not drawn)
→ 1% | 3% | -3%
- O=C(Nc1ccc2c(c1)OCCO2)C1CCN(S(=O)(=O)c2cccc3nsnc23)CC1
→ -4% | 1% | -11%
- Cc1ccc(C(=O)Nc2ccccc2Cl)cc1
→ 44%[activator] | -8% | -2%
- Cc1c(C(=O)O)cnc2c([N+](=O)[O-])cnn12
→ -11% | -9% | -1%
- CCCCOC(=O)c1cc2c(cn1)[nH]c1ccccc12
→ nt | 11%&23%&11% | -11%&-10%&-14%
- NC(=O)CC(NC(=O)Cc1ccc(Br)cc1)c1ccc(NC2CC3CCC2C3)c([N+](=O)[O-])c1 (stereo not drawn)
→ -24% | -3% | -14%
- CCc1ccc(NC(=O)c2c(Cl)nc(C)c(Cl)c2C)cc1
→ -2% | 5% | 3%
- Cc1ccc(C=NNC(=O)c2cc(-c3cccnc3)nc3ccccc23)o1
→ -17% | nt | -6%
- O=S1(=O)NC(C2CC2c2ccccc2)CCO1 (stereo not drawn)
→ -5% | -8% | -8%
- CCOc1ccc(OCC)c(S(=O)(=O)NCCCN2CCOCC2)c1
→ 1% | 4% | -1%
- Cc1cccc(NC(=O)Cn2c(=O)n(Cc3ccccc3)c(=O)c3c(C)c(C)sc32)c1
→ 0% | 7% | -2%
- COc1ccccc1C(=O)N1c2ccccc2C(C)(c2ccc(Cl)cc2)CC1(C)C (stereo not drawn)
→ 1% | nt | -11%
- Cc1oc(C)c2c(=O)ccc3c(c12)OC(N)=C(C#N)C3c1ccccc1Cl (stereo not drawn)
→ -16% | -5% | -14%
- Cn1c(N)c(C(=O)c2cc(-c3ccncc3)nc3ccccc23)c(=O)n(C)c1=O
→ 6% | -22% | -2%
- CCOc1cc2nc(-c3ccc(OC)c(OC)c3)nc(N3CC(C)OC(C)C3)c2cc1OC (stereo not drawn)
→ nt | 6% | -4%
- CCOC(=O)CCC(=O)Nc1ccc(S(=O)(=O)N2CCCC2)cc1
→ -11% | 6% | -1%
- CCOc1ccc(S(=O)(=O)N(CC(=O)NCC2CCCO2)c2ccc(F)cc2)cc1 (stereo not drawn)
→ 6% | -2% | -8%
- CCOC(=O)N1CCN(S(=O)(=O)c2ccc3c(c2)OCC(=O)N3)CC1
→ -10% | 3% | -10%
- Nc1ccc(C(O)(C(F)(F)F)C(F)(F)F)cc1
→ -1% | -14% | 0%
- Cn1c(=O)c2c(-c3ccccc3)n(-c3cccc(C#N)c3)cc2n(C)c1=O
→ -2% | nt | -3%
- COc1ccc(CCC(=O)Nc2ccc3c(c2)OCO3)cc1OC
→ 0% | -1% | -3%
- CC1(C)C(c2cccs2)=[N+]([O-])C2(CCCCC/C2=N\O)N1O (stereo not drawn)
→ -3% | 3% | -23%
- COc1ccccc1N1CCN(Cc2nnnn2CCc2ccccc2)CC1
→ -7% | -4% | -17%
- COc1ccccc1C(=O)NCC(c1ccco1)N1CCc2ccccc21 (stereo not drawn)
→ 9% | -1% | -2%
- Cc1sc(N)nc1-c1cccs1
→ 0% | -5% | -2%
- Cc1ccc2c(c1)NC(=O)C(CC(=O)NCc1cccnc1)O2 (stereo not drawn)
→ 8% | 4% | -4%
- Cc1ccccc1OCc1nnc2c3cnn(C)c3ncn12
→ -13% | 1% | -3%
- Cn1c(=O)n(C)c2cc(/C=N/NC(=S)NCc3ccccc3)ccc21
→ ? | -17% | -6%
- C=CCNC(=O)c1ccccc1NS(=O)(=O)c1ccccc1
→ -4% | -5% | -4%
- O=[N+]([O-])c1cc(F)c(N2CCCCC2)cc1N1CCOCC1
→ 0% | 3% | -12%

Next part.
mol	FEN1 inh	N370S GC	KAT2A inh
O=C(N/N=C/c1ccc(OC(F)F)cc1)c1ccc(CSc2nc3ccccc3[nH]2)cc1	-4%	5%	-5%
O=C(Nc1ccccc1)c1nc[nH]c1C(=O)NCCCNC(=O)c1[nH]cnc1C(=O)Nc1ccccc1	-16%	nt	1%
CC(=O)c1ccc(OCc2cc(C(=O)N3CCN4CCCC4C3)no2)cc1 (stereo not drawn)	12%	-6%	-5%
Cc1ccccc1C(=O)Nc1ccc2c(c1)OCCO2	44%[activator]	-7%	-14%
Cc1cc(NC(=O)COC(=O)c2ccccc2O)no1	0%	nt	1%
COc1ccc(NC(=O)c2cc3c(-c4ccc(OC)c(OC)c4)nn(C)c3s2)cc1OC	11µM*	-10%	-20%
COc1ccc(NC(=O)c2cc(C3CC3)nc3c2c(C)nn3-c2ccccc2)c(OC)c1	-5%	nt	-11%
Cc1ccc(C)c(NC(=O)CSc2nc(=O)n(Cc3ccncc3)c3c2CCC3)c1	2%	nt	7%
CC(C)(C)c1ccc(C(=O)O/N=C(\N)c2ccccc2)cc1	-1%	?	14%
CCOC(=O)c1c(O)c(O)c(C(=O)OCC)n1-c1ccccc1	18µM*	-5%	-9%
Cc1c(Cl)cn2c(=O)cc(CN3CCN(c4ccc(F)cc4)CC3)nc2c1Cl	nt	-3%	-5%
COC(=O)/C(=C/c1c[nH]c2ccccc12)NC(C)=O	-5%	9%	1%
O=C(Nc1ccccc1F)c1cc(S(=O)(=O)N2CCCCC2)cs1	2%	8%	-3%
COC(=O)c1[nH]c2cc(OC)ccc2c1NC(=O)c1c(F)cccc1F	-6%	9%	-5%
C=CCn1c(COc2ccccc2)nnc1SC(C)C(=O)N/N=C/c1cc(Cl)ccc1O (stereo not drawn)	-13%	-18%	-9%
CCCNC(=O)Cn1c2ccccc2c2nc(=O)cc(C)n21	-2%	-1%	-15%
O=C(CN1C(=O)NC2(CCCCCC2)C1=O)NC1CC1	2%	4%	-1%
CCC(C)[C@H](NC(=O)NCCCOC(C)C)C(=O)OC (stereo partly drawn)	13%	-1%	-11%
O=C(NCCc1ccc(F)cc1)C(=O)NCC(c1cccs1)S(=O)(=O)c1cccs1 (stereo not drawn)	7%	nt	-11%
CC(=O)NC1=NN(C(C)=O)C(C)(c2ccc(C)o2)S1 (stereo not drawn)	-1%	-2%	3%
CCC(=O)N1CCc2cc(S(=O)(=O)NCCC(=O)N3CCN(c4ccccn4)CC3)ccc21	-9%	2%	1%
CCOc1ccc(C(=O)NCC(c2cccs2)S(=O)(=O)c2ccccc2)cc1 (stereo not drawn)	-10%	nt	4%
Cc1ccc(CNC(=O)CS(=O)(=O)Cc2nc(-c3ccc(C)cc3)oc2C)cc1	16%	-14%	-3%
COc1ccc(-c2nc(CS(=O)CC(=O)NCc3ccccc3OC)c(C)o2)cc1 (stereo not drawn)	12%	nt	2%
O=S(=O)(Nc1ncccn1)c1ccc(NC(=S)Nc2ccccc2)cc1	2%	3%	-4%
Cc1cccc(NC(=O)COc2ccc(/C=C\c3[nH]c(=O)[nH]c(=O)c3[N+](=O)[O-])cc2)c1	45µM*	-26%	-28%
O=C(CN1CCN(c2ccccc2O)CC1)Nc1cccnc1Cl	9%	-3%	1%
Cc1ccc(N/C=C(\C#N)S(=O)(=O)c2ccccc2)cc1	11%	7%	0%

For convenience, 15 of the compounds above.
mol	FEN1 inh	N370S GC	KAT2A inh
CCn1nc(-c2ccccc2)c(-c2ccccc2)c(C(=O)Nc2nc(C)c(C(C)=O)s2)c1=O	-11%	nt	-1%
O=c1oc2ccc3ccccc3c2cc1-c1nnc(Nc2cccc(C(F)(F)F)c2)s1	12%	nt	-2%
O=C(Nc1nnc(-c2cccs2)o1)c1cccc(C(F)(F)F)c1	10%	-4%	-9%
CSCC(=O)N1CCC(n2nccc2NC(=O)c2ccc3c(c2)OCO3)CC1	-11%	2%	-6%
O=C(NCCc1ccccn1)c1ccc(NS(=O)(=O)c2ccc(F)cc2)cc1	0%	-6%	-2%
CCC(CC)CN1C(Nc2ccccc2)=NC[C@@H]1CC(C)C	-1%	-8%	-1%
COc1ccc(CCNC(=O)c2cc(-c3ccc(Cl)c(Cl)c3)oc2C)cc1	-3%	8%	?
COc1ccc(CNC(=O)c2cc(-c3cc(C)ccc3O)n[nH]2)cc1	-6%	-4%	-2%
O=C(C1CCCCC1)N1CCC(n2nnc3ccccc32)CC1	13%	5%	5%
COc1cc(/C=C/C(=O)O)cc(S(=O)(=O)N2CCc3ccccc3C2)c1OC	-1%	-1%	9%
COc1ncc2nc(-c3ccc(F)cc3)c(=O)n(CCc3ccccc3)c2n1	nt	5%	1%
CCOC(=O)N1CCC(=NNc2ncc(C(F)(F)F)cc2Cl)CC1	-1%	-11%	-5%
O=C(COC(=O)C1CCC1)Nc1ccc(OC(F)F)cc1	-10%	0%	-15%
CC1CCCCC12NC(=O)N(CC(=O)Nc1ccc(N3CCCCC3)cc1)C2=O (stereo not drawn)	-5%	-4%	-7%
CCOc1cc2[nH]c(=O)n(Cc3cccc(OC)c3)c(=O)c2cc1OCC	1%	1%	1%
